# EBV gp42 block: EBV gp42 inhibition. Q1HVG2. Fluorescence polarization binding assay, mP read-out. inhibition, % (tested at 21.74 µM). 0.42% of 220,000 active. AID 1085; in the data active = inhibition above about 50%
# Target sequence (Q1HVG2 whole entry, looked up): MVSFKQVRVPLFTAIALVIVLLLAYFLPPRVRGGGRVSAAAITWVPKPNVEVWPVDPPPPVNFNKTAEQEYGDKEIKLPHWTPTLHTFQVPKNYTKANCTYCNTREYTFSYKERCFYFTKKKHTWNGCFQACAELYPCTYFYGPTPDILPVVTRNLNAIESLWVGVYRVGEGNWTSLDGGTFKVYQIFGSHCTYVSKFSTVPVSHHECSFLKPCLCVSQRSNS
# 14-3-3 Bad inh: disrupts binding of bovine 14-3-3 zeta to phospho-Bad peptide; TR-FRET 14-3-3zeta/Dy647-pBad peptide displacement, 1 h; P63103; 0.71% of 220,000 active; inhibition, % at 21.7 µM;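 active = inhibition above about 70%, limit read from the data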;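 note: 0% = full 14-3-3 plus peptide FRET controls and 100% = background without 14-3-3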
# Target sequence (P63103 whole entry, looked up): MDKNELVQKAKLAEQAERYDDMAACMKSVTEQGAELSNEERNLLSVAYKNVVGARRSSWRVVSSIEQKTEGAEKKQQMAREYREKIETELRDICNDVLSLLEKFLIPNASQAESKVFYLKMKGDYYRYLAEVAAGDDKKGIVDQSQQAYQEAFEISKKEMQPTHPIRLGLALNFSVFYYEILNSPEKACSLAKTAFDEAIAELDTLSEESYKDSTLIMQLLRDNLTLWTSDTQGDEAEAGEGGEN
# Hck Nef HTS: inhibitors of human Hck kinase activated by Nef; Recombinant Hck-YEEI plus Nef, Z-Lyte FRET kinase assay; AID 463187; P08631; 0.68% of 220,000 active; inhibition, % at 20 µM;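 active = Hck-Nef kinase inhibition above about 50%, limit read from the data; inactive = inhibition below that limit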;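 note: 0% = DMSO with Hck plus Nef and 100% = Hck alone without Nef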
# Target sequence (P08631 whole entry, looked up): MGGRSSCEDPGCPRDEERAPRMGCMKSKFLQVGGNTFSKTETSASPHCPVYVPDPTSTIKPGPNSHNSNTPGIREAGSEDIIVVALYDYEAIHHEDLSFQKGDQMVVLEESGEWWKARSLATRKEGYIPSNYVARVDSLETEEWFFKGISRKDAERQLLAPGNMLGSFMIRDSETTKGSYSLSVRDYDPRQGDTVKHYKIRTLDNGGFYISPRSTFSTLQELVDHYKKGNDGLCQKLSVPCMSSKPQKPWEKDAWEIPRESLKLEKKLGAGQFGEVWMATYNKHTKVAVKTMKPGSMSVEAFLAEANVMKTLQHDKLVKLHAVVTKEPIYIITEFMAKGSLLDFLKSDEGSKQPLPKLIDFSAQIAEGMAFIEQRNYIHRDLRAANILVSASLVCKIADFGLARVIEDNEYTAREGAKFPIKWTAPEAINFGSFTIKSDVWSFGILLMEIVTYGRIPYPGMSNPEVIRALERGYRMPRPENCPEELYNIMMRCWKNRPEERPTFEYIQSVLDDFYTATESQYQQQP
# zVAD death inh: L929 zVAD cell death inhibition; L929 zVAD necroptosis rescue, ATP luminescence, 24 h; with zVAD 60 µM; viability rescue, % at 10 µM; 0.38% of 220,000 active;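 active = activation, scaled between plate controls, above about 75%, limit read from the data; inactive = activation under that limit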;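 note: 0% = zVAD with DMSO and 100% = DMSO alone without zVAD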
# Runt-SMMHC FRET: blocks binding of human RUNX1 Runt domain to CBFb-SMMHC | 0.74% of 220,000 active | Q01196+Q13951 | inhibition, % at 20 µM | Cerulean-Runt/Venus-CBFb-SMMHC FRET ratio 530/480, 1 h;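 active = mean inhibition across duplicate retests at 20 µM reaching about 50%, limit read from the data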;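 note: 0% = DMSO wells and 100% = wells with excess untagged CBFb-SMMHC; inhibitors lower the FRET ratio by blocking Runt binding to CBFb-SMMHC; some results filed as inactive read as strong as hits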
# Tb hexokinase: T. brucei hexokinase 1 inhibition. recombinant TbHK1, G6PDH-coupled NADH A340. inhibition, % at 10 µM. 0.11% of 220,000 active. AID 1430;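 active = inhibition of 50% or more in the single-dose primary screen; inactive = inhibition below 50%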
# Runt-CBFb FRET: inhibitors of human RUNX1 Runt domain binding to CBFb | inhibition, % at 20 µM | 0.46% of 220,000 active | Cerulean-Runt/Venus-CBFb FRET ratio 530/480, 1 h | AID 1496 | Q01196+Q13951;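 active = inhibition over about 50% at 20 µM in the single-dose screen, limit read from the data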;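 note: 0% = DMSO wells and 100% = excess unlabeled CBFb competitor control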
#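 Measured by: fluorescence energy transfer, 422 nm excitation, 530/480 nm emission; Assay system: Cerulean-Runt domain; Medium: Tris pH 7.5 buffer with BSA; Measure: loss of energy transfer signal; Controls: 5 µM unlabeled CBFb as full-inhibition high control; Incubation: protein complex preformed 1 h, compound exposure 1 h, room temperature, dark.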
# p47phox inh: inhibitors of human p47phox binding; P14598; p47phox/p22phox peptide binding, fluorescence polarization, 2 h; inhibition, % at 24.7 µM; 0.53% of 220,000 active;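 active = inhibition above about 30%, limit read from the data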;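 note: 0% = p47phox with labelled peptide and 100% = labelled peptide alone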
# Mdm2 ligase inh: blocks human Mdm2 ubiquitin ligase activity; Q00987; cell-based MDM2 ubiquitination luciferase reporter, 2 h; 0 = plate control, 100 = twice control, blank-subtracted; signal enhancement, % at 5 µM; 0.11% of 210,000 active; AID 1230;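 active = signal enhancement of 30% or more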;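 note: luminescence tracks abundance of the self-degrading MDM2-luciferase fusion protein; higher signal means inhibition of MDM2 E3 ligase activity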
#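 Assay system: mammalian cells stably expressing self-ubiquitinating, self-degrading MDM2 E3–luciferase fusion. Quantity: 2000 cells in each well. Medium: DMEM culture medium. Compound dosing: single-point 5 µM. Timing: cell settling 4 h, compound treatment 2 h, both 37 °C. Technique: luciferase luminescence. Read-out basis: percent signal gain over controls, blank-subtracted. Benchmarks: plate controls and plate blanks.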
# Numbers without * were called inactive; . = no result given; [ ] = remark or other dose.
SMILES,EBV gp42 block,14-3-3 Bad inh,Hck Nef HTS,zVAD death inh,Runt-SMMHC FRET,Tb hexokinase,Runt-CBFb FRET,p47phox inh,Mdm2 ligase inh
Cn1nc(-c2ccccc2)cc1NS(=O)(=O)c1ccc(C#N)cc1,-1.4,-1.1,3.7,0.8,0.8,22.1,-1.2,-7.2,-0.8
CCOc1ccc(Nc2nc(N)c([N+](=O)[O-])c(NCc3ccccc3)n2)cc1,-10.7,-13.2,6.1,0.9,0.4,-9.5,-5.7,-16.0,-6.5
Cc1ccc(S(=O)(=O)N2CCN(c3nc(C(C)C)c4c(c3C#N)CC(C)(C)OC4)CC2)cc1,-45.3,11.0,3.4,-0.9,-2.0,-14.0,-4.2,-34.2,-7.2
O=C(NCc1ccc(F)cc1)c1c2c(nc3ccccc13)CCC2,9.5,11.5,28.0,0.2,-5.5,-1.5,-0.9,-6.7,-3.8
CSCC[C@H](NC(=O)NCc1ccc(F)cc1)C(=O)O,-25.6,15.7,0.2,-0.2,1.2,6.2,-1.0,-2.6,-2.6
CC(=O)Nc1ccc(N/C(C)=C/C(=O)c2cccnc2)cc1,-17.4,-16.3,4.2,0.5,-1.6,-21.5,-2.2,-2.5,-7.2
Cc1cccc(-[n+]2c(-c3cccc(Br)c3)[nH]c3nc4ccccc4nc32)c1,-0.4,4.5,50.4*,0.4,-1.0,-34.5,1.5,-8.7,-76.7
Cc1ccc(C(=O)OCC(=O)NCCC2=CCCCC2)s1,4.3,5.9,2.5,1.2,3.0,5.8,2.0,-0.2,-5.8
CCCCC(=O)NCc1ccccc1Cl,-21.9,-2.8,17.2,1.6,-4.7,-7.2,4.1,-4.5,-6.2
NC1=NC(=O)C(Cc2cccc(Cl)c2)S1 (centres undefined),16.9,-15.2,2.3,3.6,-0.2,2.3,1.2,-6.2,3.3
CC(C)(C)c1ccc(C(=O)NCCC(=O)NCc2ccco2)cc1,.,.,-0.5,2.2,-2.2,-2.4,.,.,.
CS(=O)(=O)N(CC(=O)N1CCCCC1)c1ccc2c(c1)OCO2,-14.6,-4.4,0.6,0.0,-1.0,3.2,-0.6,-12.7,-9.6
O=C(CSc1ccc(-c2ccccn2)nn1)N1CCCC1,-5.0,-15.9,-14.3,2.7,0.9,-2.5,0.7,-1.0,-10.8
Cc1nnc(C)c2c(C)n(C(C)c3ccccc3)c(C)c12 (centres undefined),-17.8,1.0,2.5,-0.6,-3.7,-3.8,-2.7,-13.4,5.0
COc1cccc(-c2ccc(C#N)c(=O)[nH]2)c1,-2.4,8.3,14.6,1.7,-2.7,-24.3,0.2,-4.0,-10.8
O=C(O)CSc1ncnc2sc3c(c12)CCCC3,-9.5,1.0,15.7,0.0,-10.8,-2.6,-1.0,-10.7,-23.1
Cc1ccc(S(=O)(=O)N2CCN(C(=O)C3CCCCC3)CC2)cc1,-16.0,-7.1,2.6,1.2,4.8,2.0,-1.8,15.8,-11.9
Cc1ccc(C(=O)c2ccc(O)cc2)cc1C,-5.6,-0.8[fluorescence artefact?],-15.9,0.2,0.4,-13.0,1.9,-7.7,-0.9
C=CCN(c1ccccc1)S(=O)(=O)c1ccc(Cl)c(C(=O)OCC(=O)c2[nH]c(C)c(C(C)=O)c2C)c1,1.3,6.2,4.9,0.0,-0.8,27.3,-0.6,-6.3,-1.5
COC(=O)CSc1nnc(CNC(=O)c2ccccc2F)n1-c1ccc(F)cc1,-14.9,-7.4,-3.6,0.9,-2.8,-0.8,-1.4,-1.0,-5.2

# The final 3 compounds of the part before open the next one:
SMILES,EBV gp42 block,14-3-3 Bad inh,Hck Nef HTS,zVAD death inh,Runt-SMMHC FRET,Tb hexokinase,Runt-CBFb FRET,p47phox inh,Mdm2 ligase inh
Cc1ccc(C(=O)c2ccc(O)cc2)cc1C,-5.6,-0.8[fluorescence artefact?],-15.9,0.2,0.4,-13.0,1.9,-7.7,-0.9
C=CCN(c1ccccc1)S(=O)(=O)c1ccc(Cl)c(C(=O)OCC(=O)c2[nH]c(C)c(C(C)=O)c2C)c1,1.3,6.2,4.9,0.0,-0.8,27.3,-0.6,-6.3,-1.5
COC(=O)CSc1nnc(CNC(=O)c2ccccc2F)n1-c1ccc(F)cc1,-14.9,-7.4,-3.6,0.9,-2.8,-0.8,-1.4,-1.0,-5.2
Cn1c(=O)c2c(SCc3ccccn3)nc(C3CC3)nc2n(C)c1=O,-3.2,1.1[fluorescence artefact?],-2.9,0.5,0.7,-0.7,1.3,-9.3,-8.0
O=C(/C=C/NNC(=O)c1ccccc1)c1ccc(Br)cc1,-23.2,-8.8,-10.2,1.4,-9.0,-18.3,-1.2,-0.2,15.4
COc1ccc2cc3cc(C(=O)NCc4cccs4)oc3nc2c1,1.3,-0.9,6.9,-0.8,-3.3,-12.0,0.4,-3.6,-18.7
Cc1nc(/C(N)=N/OC(=O)c2ccccc2Cl)c(C(F)(F)F)o1,1.6,-1.5,8.7,0.8,0.2,-6.2,0.7,-2.9,-13.1
Fc1ccc(-n2cc(-c3ccccc3)c3c(NN4CCOCC4)ncnc32)cc1,-26.0,-9.1[fluorescence artefact?],3.1,-0.1,-3.0,18.4,-5.8,-11.3,-1.7
CN(C)c1ccc(-c2ccccc2)nn1,-4.0,12.7,3.0,-0.5,1.2,-1.3,1.1,-2.3,-12.2
O=c1[nH]c(=O)n(Cc2ccccc2)c2nc(-c3cccs3)n(CCO)c12,-15.8,-12.1,22.2,-0.9,-2.3,-23.6,3.8,-13.0,-10.7
CC(C)(C)C1CCc2c(sc(NC(=O)c3cc(C4CC4)on3)c2C#N)C1 (centres undefined),-8.0,3.9,15.8,2.5,5.8,-6.1,1.0,-32.2,-9.1
O=c1[nH]c(O)c(/C=C2\C=Nc3ccccc32)[nH]1,-2.0,-3.6,59.6*,1.5,-3.8,-44.8,4.8,1.3,-7.8
Cc1ccc2cccc(NC(=S)NC(=O)c3ccn(C)n3)c2n1,-3.2,17.0,10.0,-0.8,0.9,-17.4,1.0,9.6,-9.8
COc1ccccc1NC(=O)C(C)Sc1nnnn1C (centres undefined),-11.6,-2.8,.,.,-1.0,.,1.5,3.6,-10.8
COc1ccc(CCNC(=O)C(C)SCc2ccccc2)cc1 (centres undefined),3.4,-6.2,-6.0,-0.6,-5.7,1.6,0.8,-14.6,.
CSc1nnc(C)c(=O)n1COC(=O)COc1ccccc1F,-5.2,-11.5,-37.9,1.4,2.2,-0.5,-0.4,22.1,-5.8
NNc1nc2sc3c(c2c(=O)[nH]1)CCc1ccccc1-3,-25.9,-0.3,3.2,0.7,-2.4,-12.6,25.0,-25.4,-6.3
N=C1C(c2nc3ccccc3s2)=C(O)CN1C1CCCCC1,6.0,-2.7,18.0,21.5,.,-6.9,.,1.2,11.3
Cn1c(CC(=O)Nc2ccccc2)nnc1SCCOc1ccccc1,-8.0,-11.2,0.0,-0.4,-1.2,5.1,-2.6,-7.2,-4.0
CCOC(=O)C1CCCN(Cc2ccccc2OCC)C1 (centres undefined),-11.6,19.4[fluorescence artefact?],0.9,0.2,1.3,2.7,1.7,-9.1,-1.8
CCS(=O)(=O)N1CCC(C(=O)NCCCN2CCCCCC2)CC1,-7.7,-42.5,5.2,1.2,3.2,4.7,-0.4,-0.2,-10.1
COc1cc(C#CC#CCN2CCCCC2)ccc1O,-5.4,67.1,2.2,0.0,0.0,-17.0,6.8,-7.7,12.3
CSc1cccc(NC(=S)NCCCO)c1,-4.1,-1.0,14.5,0.9,-0.5,4.7,-0.3,-18.4,-10.9
Cc1c(NC(=O)c2cc(C3CC3)on2)c(=O)n(-c2ccccc2)n1C,-0.5,0.1,0.3,0.1,-2.8,-3.6,-0.1,4.5,-15.4
CCOC(=O)C1CCN(C(=O)c2cc(C(C)(C)C)nn2Cc2ccccc2)CC1,-7.7,-2.2,-3.2,0.1,3.6,-7.0,-2.6,-28.8,-3.2
CN1OC(CC(=O)O)N(c2ccc(Cl)cc2)C1=O (centres undefined),4.8,-10.5,4.7,0.4,1.0,2.2,-0.4,1.1,-5.6
Cc1cc(C(=O)OCC(=O)NCCC(C)C)c2ccccc2n1,1.4,0.7,-0.5,-0.2,-8.8,-5.5,-6.1,-2.0,-2.2
Cc1cccc(N(CC(=O)N/N=C/c2ccccc2C(=O)O)S(C)(=O)=O)c1C,-2.1,-1.1,10.3,-0.5,-0.7,6.1,-0.1,2.1,-10.1
Cc1ccc2c3c1C(=O)C(=O)N3C(C)(C)CC2C (centres undefined),-11.0,3.8,3.5,-0.2,-1.9,-13.2,0.9,8.0,4.9
O=C(Cc1c(F)cccc1Cl)N(Cc1ccccc1)c1ccccn1,4.6,0.2,-2.0,1.3,3.2,0.4,-0.3,2.9,-6.6
CCOC(=O)c1c(NC(=O)COC(=O)CCS(=O)(=O)c2ccc(C)cc2)sc(C)c1C,-17.1,5.9[fluorescence artefact?],2.5,1.6,-3.0,9.9,-3.8,-11.5,-12.7
CCOC(=O)NCc1ccc(S(=O)(=O)Nc2c(C)cccc2C)cc1,2.1,13.8,0.7,0.1,0.7,-3.8,-0.7,-10.0,6.8
COc1ccc(NC(=O)Cc2c(Sc3ccccc3)c3ccccc3n2C)cc1,5.8,-9.6[fluorescence artefact?],-0.2,0.4,4.3,-2.5,1.5,3.4,-15.8
O=C(CCc1[nH]c2ccccc2c1Sc1ccccc1)N(CCO)CCO,-6.7,-14.7,1.2,0.7,-4.8,19.8,-0.1,-19.7,-5.3
COc1cc(-c2[nH]ncc2CN(C)Cc2nonc2C)cc(OC)c1OC,4.3,-16.1,-2.8,-0.8,2.2,2.9,1.2,4.2,-12.6
CC(C)CCNC(=O)c1cc([N+](=O)[O-])ccc1N1CCOCC1,-6.6,-11.0[fluorescence artefact?],0.4,0.7,7.3,-24.6,2.2,-3.5,-4.7
COc1ccccc1NC(=O)N(Cc1ccco1)Cc1cc2ccc(C)c(C)c2[nH]c1=O,-2.6,1.1,-0.8,-0.1,1.0,-7.2,-1.3,-11.8,-3.6
CCOC(=O)CNC(=O)C(Cc1ccccc1)NC(=O)OCc1ccccc1 (centres undefined),6.4,-2.3,19.1,-0.1,2.6,-1.8,-0.2,3.1,-10.5
CC(=O)c1cc(C#N)c(SCc2ccccn2)nc1C,-2.5,-3.3,8.1,-0.6,-0.2,-4.2,-0.4,-2.7,-19.8
COc1ccc(-n2c(=O)c3ccccc3n(CC(=O)NC3CCCCC3)c2=O)cc1OC,-9.6,23.7,27.4,2.3,1.9,3.7,0.8,3.6,2.4
CCOC(=O)c1cnn(C(=O)c2ccccc2)c1N,-6.1,10.5,-6.5,-0.4,5.9,0.5,-0.2,-3.4,-88.6
Cc1cc(C)cc(NC(=S)N(CCCN2CCN(C)CC2)Cc2cccs2)c1,-0.4,-13.8,-3.4,-1.5,1.8,-1.3,0.2,-2.0,-11.5
Cc1nnc(NC(=O)CCNC(=O)c2ccccc2Cl)s1,-10.6,-5.8,17.6,2.7,-1.8,-0.2,-0.5,-9.9,-4.8
COc1ccc(C(C(=O)OCCN(C)C)c2ccccc2)cc1 (centres undefined),-14.1,30.5[fluorescence artefact?],1.4,-0.2,-0.8,-1.3,-0.8,-6.2,-6.7

# Screening data (PubChem)

# An unsorted share of the library; overall some 3.2% were active at least once.
